Nrf2 block – inhibitors of Nrf2 signaling; A549 ARE-Fluc reporter, luciferase luminescence, 18-24 h; Potency, µM (highest dose often 46 µM), for inactives: top-dose activity change, negative = inhibition, usual class: inhibitors; 360,000 compounds, 2.1% hits; AID 504444; further: potency means the concentration at half of the fitted maximal effect; on the % scale 0 is the no-effect control and ±100 the full control effect; nearly all actives have a fitted effect of over 60% in size
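Nrf2 function is reported as luminescence of an ARE-controlled luciferase in A549 cells. Compounds were tested at several concentrations, and a CellTiter-Fluor read on the same wells flagged cytotoxicity.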
IL-1B inflam inh – inflammasome signaling inhibition, IL-1 beta readout; THP-1 LPS/ATP IL-1B secretion, AlphaLISA, 16 h; stronger effect = lower value; activity change, % at 57.5 µM; 360,000 compounds, 4.7% hits; AID 743279; in the data active means activity change below about -50%; inconclusive means mostly about -30% to -49%; further: on the % scale 0 is the no-effect control and ±100 the full control effect
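THP-1 cells pretreated 1 hr with compounds (up to 57.5 uM final), then stimulated with LPS (250 ng/mL final) plus ATP (1.25 mM final); secreted IL-1B measured by AlphaLISA after 16 hr, decreased signal indicating inhibition.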
ATXN viability – viability counter-screen for ATXN expression inhibitors; S2 cells (HEK-293 line with an ATXN2-luciferase reporter) viability, CellTiter-Fluor protease fluorescence, 24 h; Potency, µM (highest dose often 56.7 µM), usual class: cytotoxic; 400,000 compounds, 0.49% hits; further: potency means the concentration at half of the fitted maximal effect; nearly all actives have a fitted effect of over 40% in size
Nrf2 activator – activators of Nrf2 (ARE) signaling; AREc32 ARE-luciferase reporter (MCF7-derived line), luminescence, 24 h; Potency, µM (doses to about 46.1 µM), inactives show top-dose activation, most hits filed as activators; 410,000 compounds, 0.31% hits; AID 624171; further: potency means the concentration at half of the fitted maximal effect; % of control where 0% means no effect; nearly all actives have a fitted effect of over 65% in size
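Nrf2 activation is followed as ARE-luciferase induction in the AREc32 line after one day of compound treatment; luminescence is read with Steady-Glo.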
A549 tox – A549 cytotoxicity, counter-screen for Nrf2 inhibitors; A549 ARE-Fluc cells, CellTiter-Fluor viability, 18-24 h; Potency, µM (highest dose often 46 µM), inactives show at the highest dose activity change, negative = cytotoxicity, usual class: inhibitors; 390,000 compounds, 0.16% hits; AID 504648; further: potency means the concentration at half of the fitted maximal effect; on the % scale 0 is the no-effect control and ±100 the full control effect
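A549 ARE-Fluc cells in 5% FBS OPTI-MEM, 5000 cells/well, rested 2 h then exposed to compounds in concentration-response for 18-24 h at 37 °C. Viability by CellTiter-Fluor fluorescence (Ex 405/Em 525) after 30 min; luciferase luminescence (BugLite, 15 min, RT) read afterwards.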
TGFb SMAD3 inh – blocks TGF-b signaling; HepG2 CAGA-GFP TGF-b/SMAD3 reporter, GFP fluorescence, 18 h; TGF-beta stimulated, 500 pg/mL final; Potency, µM (highest dose often 46.1 µM), for inactives: at the highest dose activity, negative = inhibition, most hits filed as inhibitors; 410,000 compounds, 1.2% hits; further: potency means the concentration at half of the fitted maximal effect; on the % scale 0 is the no-effect control and ±100 the full control effect; nearly all actives have a fitted effect of over 65% in size
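Inhibition of TGF-beta-driven CAGA-GFP reporter expression in HEPG2 cells is measured by cellular GFP fluorescence after 18 h stimulation with 500 pg/mL recombinant TGF-beta in 1% FBS medium at 37 degrees C.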
HepG2 tox – counter-screen for TGF-b inhibitors: cytotoxicity in HepG2 cells; Potency, µM (highest dose often 46.1 µM), for the others: at the top dose activity change, negative = cytotoxicity, most hits filed as cytotoxic; HepG2 CAGA-GFP viability, ATP luminescence, 18 h; 410,000 compounds, 0.76% hits; further: potency means the concentration at half of the fitted maximal effect; some results filed as inactive show a strong effect at the top dose
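CellTiter-Glo luminescence gave cytotoxicity after 18 hours at 37 degrees C. The cells were HepG2 CAGA-GFP in 1% FBS DMEM, stimulated with 500 pg/mL TGF-beta after compound addition. %Activity was normalised to no-cell wells (complete cell-killing) and DMSO (no toxicity), and curves were fitted and classified.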
ATXN2 expr inh – ATXN2 expression inhibition; HEK-293 ATXN2-luciferase reporter, luminescence, 24 h; Potency, µM (doses to about 57 µM), without a hit: at the highest dose activity change, negative = inhibition, usual class: inhibitors; 360,000 compounds, 0.72% hits; further: potency means the concentration at half of the fitted maximal effect; on the % scale 0 is the no-effect control and ±100 the full control effect; nearly all actives have a fitted effect of over 55% in size
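ATXN2-luciferase reporter cells (luciferase flanked by upstream and downstream ATXN2 gene portions) were treated 24 h at 37 °C with compounds at up to 57 uM. SteadyGlo luminescence gave expression; GF-AFC fluorescence gave viability.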
MCF10A rereplic – inducers of DNA re-replication in MCF 10A breast cells. 350,000 compounds, 2.9% hits. Potency, µM (doses to about 46.1 µM), for the others: at the highest dose activity, positive = re-replication, actives largely listed as activators. MCF 10A DNA re-replication, Hoechst nuclear intensity, 48 h. AID 624296; further: potency means the concentration at half of the fitted maximal effect; % of control where 0% means no effect; nearly all actives have a fitted effect of over 50% in size
* hit, by the source's call; i = inactive; u = inconclusive; x = no result given; [ ] = dose if it differs, or a comment. Unless noted, the call rests on the fitted dose curve; in most records, active means well fitted curve in the direction sought with a large enough effect; inconclusive means small, poorly fitted or top-dose-only effect, or another doubt; inactive means no such curve, though single readings can be large; an effect the other way counts as inactive or inconclusive.

cpd	structure	Nrf2 block	IL-1B inflam inh	ATXN viability	Nrf2 activator	A549 tox	TGFb SMAD3 inh	HepG2 tox	ATXN2 expr inh	MCF10A rereplic
1	O=C(Nc1ccc(Cl)cc1)OCc1cncs1	x	-15.5	i	7.3%	-1.8%	3.4%	1.1%	12.8%	-0.1%
2	C(=Cc1nc2ccccc2o1)c1ccc2c(c1)OCO2	x	19.1	u	-1.2%	x	-2.1%	-15.0%	x	x
3	O=C(NCCCc1ccccc1)c1ccc(CS(=O)Cc2ccccc2Cl)o1 (stereo not given)	u	u	i	-0.6%	0.5%	-10.4%	-12.3%	4.6%	-0.3%
4	CC(=O)Nc1ccc(NC(=O)c2cc(=O)c3ccc(C)cc3o2)cc1	-4.5%	38.8	x	0.3%	-2.8%	-9.6%	-22.9%	-6.4%	7.7%
5	O=C(CC1(O)C(=O)N(CCc2ccccc2)c2ccc(Br)cc21)c1ccc(F)cc1 (stereo not given)	u	x	u	-0.9%	-18.8%	u	-99.4%	u	x
6	O=C(N/N=C/c1ccc(OC(F)F)cc1)C1=COCCO1	u	-3.1	i	-0.6%	2.5%	10.7%	-22.5%	-35.9%	0.6%
7	COc1ccc(OC)c(CCNC(=O)c2cnn(-c3ccccc3)c2C2CCN(C(=O)OC(C)(C)C)CC2)c1	u	x	x	-0.8%	-26.0%	u	-21.6%	x	x
8	Cc1ccc(S(=O)(=O)c2nc(-c3ccc(F)cc3)oc2SCC(=O)NC2CCCCC2)cc1	0.0%[9.27 µM]	x	i	1.7%	1.8%	2.5%	-14.6%	11.0%	x
9	CCOC(=O)c1cc(=O)c2c([N+](=O)[O-])ccc(OC)c2o1	u	-10.8	i	0.1%	-2.4%	-18.2%	29.5%	9.1%	1.1%
10	CCOC(=O)/C=C/[C@H]1CC2(CCO1)SCCCS2	17.3%	-15.3	i	5.4%	-1.6%	-3.1%	-12.7%	22.8%	9.8%
11	O=C(Cc1ccccc1)Nc1ccc(S(=O)(=O)N2CCOCC2)cc1	-9.8%	13.2	i	-0.9%	-0.1%	10.0%	-12.2%	6.2%	-4.5%
12	CCCc1cc(=O)[nH]c(SCC(=O)c2cc(C)n(CCOC)c2C)n1	-8.9%	38.8	i	0.6%	11.1%	7.1%	-1.0%	-0.8%	0.7%
13	COc1cc(/C=C/c2noc(-c3ccccc3O)n2)cc(OC)c1OC	9.4%	13.9	i	1.7%	-1.6%	u	-7.9%	20.5%	u
14	O=C(Cn1c(=O)n(Cc2ccco2)c(=O)c2oc3ccccc3c21)Nc1ccc(F)c(Cl)c1	u	x	i	9.5%	-6.9%	u	-20.9%	-0.8%	x
15	CCOC(=O)CCC(=O)N1CCOCCOCCN(C(=O)CCC(=O)OCC)CCOCCOCC1	-6.9%	18.1	i	0.1%	0.0%	-10.5%	-11.8%	-0.5%	0.5%
16	O=c1c(Br)c(NCc2ccccc2)cnn1-c1ccc(F)cc1	u	-29.2	i	-0.8%	7.6%	-1.7%	6.5%	19.6%[11.3 µM]	0.1%
17	CCCN(CCC)CCNC(=O)C1CCCN(S(=O)(=O)c2cccc3nsnc23)C1 (stereo not given)	1.7%	x	i	0.4%	-1.2%	u	-7.0%	3.8%	x
18	CC1CCCCN1S(=O)(=O)c1cnc(Cl)c(Br)c1 (stereo not given)	-12.6%	-93.6*	i	u	0.6%	-5.4%	-32.5%	-20.1%	4.7%
19	CCOC(=O)/C=C1\CN(CCC(C)C)S(=O)(=O)c2ccccc21	19.5%	-2.0	i	-1.2%	3.8%	-1.3%	-3.2%	1.0%	10.6%
20	CC(NC(=O)c1ccc([N+](=O)[O-])o1)C1CC2CCC1C2 (stereo not given)	4.7%	-91.8*	u	u	-12.6%	u	-185.4%	-20.1%	11.6µM*
21	C=CCn1cnc2c(nnn2-c2ccc(C)c(C)c2)c1=O	u	-23.4	i	0.7%	-1.1%	9.2%	6.0%	31.0%[activator]	-0.8%
22	Cc1ccc(SCCNC(=O)c2ccccc2C)cc1	x	-3.5	i	0.1%	u	-7.2%	-14.9%	1.0%	11.4%
23	O=C(O)c1cc(N2CCCC2)ccn1	11.0%	0.0	i	-0.4%	-0.6%	6.4%	2.7%	-10.4%	-2.4%
24	O=C(O)c1cc(-c2ccc(N3CCOCC3)cc2)nn1-c1ccccc1Cl	13.0%	-10.9	i	0.1%	2.5%	2.2%	-10.5%	12.6%	0.3%
25	CCOc1ccc(CN(C)CC(=O)Nc2cccc3ccccc23)cc1OC	3.8%	4.1	x	-0.3%	3.1%	-43.4%	-16.8%	-20.4%	-1.1%
26	COc1cc(CC(=O)Nc2ccc(Cl)c(C(F)(F)F)c2)cc(OC)c1OC	-15.2%	-3.4	i	0.0%[9.22 µM]	1.2%	u	-13.0%	-6.6%	u
27	CS(=O)(=O)c1ccc2nc(NC(=O)Nc3ccccc3F)sc2c1	u	6.0	i	4.7%	-4.5%	4.2%	0.0%	x	10.2%
28	CCNC(=O)CSc1nnc(-c2cccs2)o1	3.0%	-0.1	i	0.1%	1.3%	-1.7%	-20.7%	25.8%	1.0%
29	COC(=O)c1c(NC(=O)C2CC2)sc2c1CCN(C(C)=O)C2	-6.9%	-15.3	i	4.6%	-1.0%	18.0%	2.1%	4.4%	4.0%
30	O=Cc1ccccc1Oc1ccccc1	2.4%	9.9	i	-0.6%	1.4%	5.7%	-3.0%	-4.4%	-8.3%
31	COc1cccc(N2C(=O)C(CC(=O)Nc3ccccc3)N(CCc3sccc3C)C2=O)c1 (stereo not given)	-8.3%	x	u	5.0%	-11.0%	u	-13.2%	-24.3%	x
32	COc1cc2oc(=O)cc(CN3CCOCC3)c2cc1Cl	x	-11.5	i	0.7%	x	-6.3%	1.4%	15.4%	x
33	CC(Cn1cncn1)C(=O)N1CCN(S(=O)(=O)c2ccc(Cl)cc2)CC1 (stereo not given)	2.3%	-5.6	u	3.4%	3.8%	-0.1%	5.1%	4.9%	-0.4%
34	CCn1cc(C(=O)N2CCN(c3cccc(C)c3)C(C)C2)c(=O)c2cc(S(=O)(=O)N3CCOCC3)ccc21 (stereo not given)	-15.8%	x	i	0.3%	6.8%	-21.7%	-48.2%	-3.8%	x
35	Cn1c(NCCN2CCCC2)nc2cc(-c3cccc(C(F)(F)F)c3)sc2c1=O	x	-7.1	u	u	x	u	-87.4%	u	x
36	O=C(NCc1ccncc1)c1ccc(Cl)c(S(=O)(=O)N2CCCCC2)c1	-2.3%	40.8	i	-1.3%	9.6%	1.3%	3.4%	1.1%	5.9%
37	CCC(CC)c1nn2c(=O)cc(COc3ccc(NC(=O)c4ccccc4Cl)cc3)nc2s1	-1.7%	x	i	-1.5%	-5.5%	-29.5%	-21.1%	11.2%	x
38	O=C(N(c1ccccn1)c1ccccn1)C12CC3CC(CC(C3)C1)C2	3.3%	33.0	i	-0.6%	-3.6%	-1.3%	-13.4%	-2.4%	-1.7%
39	COc1ccc(CCNC(=O)CCNS(=O)(=O)c2cccc3nonc23)cc1OC	7.9%	4.9	i	-0.2%	-1.8%	-0.5%	-17.9%	1.5%	6.1%
40	O=C(OCc1cc(=O)n2nc(C3CC3)sc2n1)c1cccc(NC(=O)c2ccccc2Cl)c1	x	x	i	1.0%	-10.0%	1.0%	2.7%	0.9%	x
41	O=C(CN1C(=O)CSc2ncccc21)Nc1ccccc1F	3.3%	17.0	i	0.6%	12.7%	-6.8%	-2.9%	x	0.9%
42	O=C1C[C@@H](c2ccccc2)Oc2cc(O)cc(O)c21	-6.5%	6.5	i	-0.6%	-1.4%	-15.6%	-5.5%	22.2%	13.2%
43	S=C(NCc1ccccc1)NC1CCCCC1	2.7%	10.8	i	-0.4%	16.8%	-24.4%	-26.9%	-18.5%	-1.4%
44	COc1ccc(OC)c(NS(=O)(=O)c2ccc3c(c2)CCCN3C(=O)C2CCC2)c1	x	x	i	1.0%	2.9%	-12.5%	-25.4%	-3.4%	x
45	O=C(CSc1nc2ccccc2s1)Nc1cc(S(=O)(=O)N2CCOCC2)ccc1O	11.8%	19.9	i	4.8%	0.0%	8.1%	12.9%	22.1%	11.4%
46	O=C(Nc1ccc(F)cc1)c1ccc(-n2cnc3cccnc32)cc1	u	x	i	-0.3%	-0.5%	14.9%	4.6%	6.0%	x
47	Clc1ccccc1-c1ccc2ncnc(NCc3cccnc3)c2c1	-4.8%	x	i	3.3%	-0.8%	-0.2%	-3.1%	-15.6%	3.9%
48	COc1ccc(-c2nc(NC(C)=O)sc2-c2ccccc2)cc1	-27.2%	0.0	i	4.0%	-14.5%	-25.1%	29.2%	x	23.1µM*
49	Cn1c(Cl)c(/C=N/OC(=O)c2cccc(Cl)c2)c2ccccc21	x	-0.8	i	1.8%	15.5%	18.1%	-20.5%	-16.3%	0.2%
50	COCc1cc(/C=N\NC(=O)COc2ccc(Cl)cc2)ccc1OC	-7.6%	1.0	i	-0.4%	0.6%	-2.8%	-20.0%	-8.7%	17.6%
51	CCC(=O)N1CCc2cc(OC)c(OC)cc2C1COc1ccc(OC)cc1 (stereo not given)	-16.0%	-5.2	i	0.5%	7.3%	u	6.4%	-5.5%	-0.5%
52	[N-]=[N+]=NC1C[C@H](n2ccc(=O)[nH]c2=O)O[C@@H]1CO (stereo not given in full)	11.0%	20.6	i	-0.8%	0.1%	-6.5%	1.6%	5.5%	0.4%
53	CCN(CC)CCCN1C(=O)c2oc3ccccc3c(=O)c2C1c1cccnc1 (stereo not given)	-5.0%	46.3	i	5.0%	2.7%	2.7%	-1.3%	-2.4%	21.3%

High-throughput results from PubChem BioAssay.
